# IDE cell inh = human IDE inhibitors in live cells, primary screen, fluorescence polarization, HEK cells, FAbetaB substrate; Insulin-degrading enzyme (Homo sapiens), P14735; FAbetaB cleavage; inhibition, % at 5.59 µM; actives 0.41% (n = 320,000); AID 434962, 2010;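 active means percent inhibition above the average of all tested compounds plus 3 SD, set per screening campaign, cut at about 16% in these data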;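 further: IDE supplied by intact live HEK cells; FP after avidin binding of uncleaved biotin substrate so inhibition keeps polarization high; 0% = DMSO wells and 100% = 60 µM reference IDE inhibitor Ii1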
# GalR3 antag = GalR3 antagonists in HEK293 cells, primary screen, cell-based, fluorescence readout; Galanin receptor type 3 (Homo sapiens), O60755; HEK293 GalR3-CNG cAMP membrane potential fluorescence; galR3 body fused to GalR1 C-terminus; inhibition, % at 3 µM; actives 0.44% (n = 360,000); AID 651719, 2012;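 active means inhibition above the screen-wide average plus 3 SD, cut at about 13% in these data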;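 further: forskolin and galanin both at EC90 stimulate the cells; cAMP rise reported by CNG channel membrane potential dye signal; 0% = forskolin plus galanin with DMSO and 100% = forskolin alone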
# IDE act = human IDE activators in live cells, primary screen, fluorescence polarization, HEK cells, FAbeta-B substrate; activation, % at 5.96 µM; actives 0.073% (n = 340,000); AID 493087, 2011; FAbeta-B cleavage; 0% vehicle, 100% cell-free pure enzyme wells; Insulin-degrading enzyme (Homo sapiens), P14735;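 active means activation above the mean of all tested compounds plus 3 SD, set per screening campaign, cut at about 17% in these data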
# SUMO HTRF inh = inhibitors of in vitro SUMOylation cascade, primary screen, biochemical, HTRF, uHTS. AID 2006, 2009. HTRF SUMOylation assay, SAE1/SAE2 + UBC9. inhibition, % at 35 µM. actives 0.36% (n = 290,000); in the data active means inhibition above about 50%, passing the limit was not always enough; further: strong numbers were not always called active
# CRFR2-BP antag = antagonists of CRF-BP/CRF-R2 complex, primary screen, cell-based, HEK293, calcium dye fluorescence, uHTS | CRF-induced calcium fluorescence | actives 0.59% (n = 350,000) | inhibition, % at 11.8 µM;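 active means inhibition of the ligand-induced calcium signal above about 50% at the single tested concentration, limit read from the data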
# p-CIP stab down = p/CIP-EGFP fusion destabilizers, primary screen, fluorescence, F442A cells. Q05BA5. 16 h. decrease of EGFP signal, % at 10 µM. actives 0.01% (n = 290,000). AID 1984, 2009;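 active means EGFP signal decrease of at least 30% at 10 µM or well 3 SD below plate mean, unless failing retest; inactive means the rest, including hits failing retest or dose response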; further: some compounds called inactive have numbers as strong as hits; many of its hits are not listed in these tables
# Target sequence (Q05BA5 1-1403): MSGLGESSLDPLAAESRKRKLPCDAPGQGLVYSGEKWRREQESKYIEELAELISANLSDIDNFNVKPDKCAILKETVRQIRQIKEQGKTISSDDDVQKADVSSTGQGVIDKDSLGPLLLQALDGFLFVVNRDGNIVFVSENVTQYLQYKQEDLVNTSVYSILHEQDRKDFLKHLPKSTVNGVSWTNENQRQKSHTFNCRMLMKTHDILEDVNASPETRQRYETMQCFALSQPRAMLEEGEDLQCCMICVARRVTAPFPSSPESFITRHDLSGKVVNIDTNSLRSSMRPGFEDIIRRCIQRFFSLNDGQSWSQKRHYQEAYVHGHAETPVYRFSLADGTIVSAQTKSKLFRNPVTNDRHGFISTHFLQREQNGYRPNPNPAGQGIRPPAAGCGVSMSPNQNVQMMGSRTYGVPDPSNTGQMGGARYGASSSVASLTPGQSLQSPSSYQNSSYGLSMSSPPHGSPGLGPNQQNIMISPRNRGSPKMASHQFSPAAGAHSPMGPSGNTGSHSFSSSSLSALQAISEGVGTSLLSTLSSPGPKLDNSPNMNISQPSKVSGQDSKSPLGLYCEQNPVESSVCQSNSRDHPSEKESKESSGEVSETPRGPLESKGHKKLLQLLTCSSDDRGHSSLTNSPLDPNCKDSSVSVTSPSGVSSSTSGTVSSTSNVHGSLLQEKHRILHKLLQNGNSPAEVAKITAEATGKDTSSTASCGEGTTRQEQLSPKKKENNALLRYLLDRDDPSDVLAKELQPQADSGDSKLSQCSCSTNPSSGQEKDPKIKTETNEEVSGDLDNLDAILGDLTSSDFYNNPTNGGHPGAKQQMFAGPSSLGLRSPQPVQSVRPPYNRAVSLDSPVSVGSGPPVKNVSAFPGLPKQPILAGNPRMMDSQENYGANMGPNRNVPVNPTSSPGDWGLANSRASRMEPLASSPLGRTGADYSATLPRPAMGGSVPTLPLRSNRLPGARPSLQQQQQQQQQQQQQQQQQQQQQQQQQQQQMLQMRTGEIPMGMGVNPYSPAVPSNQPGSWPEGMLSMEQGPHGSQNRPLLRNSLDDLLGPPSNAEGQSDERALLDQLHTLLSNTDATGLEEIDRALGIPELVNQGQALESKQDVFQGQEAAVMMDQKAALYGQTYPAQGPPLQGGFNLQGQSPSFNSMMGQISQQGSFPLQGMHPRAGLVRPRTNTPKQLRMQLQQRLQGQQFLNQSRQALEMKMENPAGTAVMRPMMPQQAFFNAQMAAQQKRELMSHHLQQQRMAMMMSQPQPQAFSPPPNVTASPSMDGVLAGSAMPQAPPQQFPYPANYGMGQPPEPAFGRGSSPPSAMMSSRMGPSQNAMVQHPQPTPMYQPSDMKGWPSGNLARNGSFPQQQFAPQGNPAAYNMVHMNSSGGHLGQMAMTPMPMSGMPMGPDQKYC
# IMP-1 inh = IMP-1 metallo-beta-lactamase inhibitors, primary screen, biochemical, epi-absorbance readout, Pseudomonas aeruginosa enzyme. metallo-beta-lactamase IMP-1 (Pseudomonas aeruginosa). purified IMP-1, nitrocefin hydrolysis, epi-absorbance fluorescence. inhibition, % at 5.6 µM. actives 0.45% (n = 290,000);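 active means inhibition above the mean plus 3 SD of all compounds in the same screening run, cut at about 4.5% in these data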;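 further: 0% = IMP-1 with DMSO and 100% = DMSO wells lacking enzyme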
#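 Assay system: purified IMP-1; Quantity: IMP-1 0.2 nM before substrate addition; Medium: HEPES buffer pH 7.1 with ZnSO4 and Brij 35; Incubation: 15 min enzyme–compound preincubation, then 25 min nitrocefin reaction, 25 °C; Signal: fluorescence quenching readout, ex 480/em 530 nm; Controls: DMSO with and without IMP-1; Repeats: singlicate testing.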
# VIM-2 inhibitor = VIM-2 metallo-beta-lactamase inhibitors, primary screen, biochemical, epi-absorbance readout, Pseudomonas aeruginosa enzyme; purified VIM-2, nitrocefin hydrolysis, epi-absorbance fluorescence; inhibition, % at 5.6 µM; actives 0.89% (n = 290,000); AID 1527, 2009;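 active means inhibition above the mean of all tested compounds plus 3 SD, cutoff set per screening run, cut at about 7.5% in these data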;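 further: red hydrolysis product quenches plate fluorescence so inhibitors raise well fluorescence; 0% = enzyme with DMSO and 100% = DMSO without enzyme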
# HCV NS3 hel inh = inhibitors of HCV NS3 helicase, primary screen, biochemical, Cy5 molecular beacon fluorescence. actives 0.56% (n = 290,000). NS3 helicase DNA unwinding. inhibition, % at 10.9 µM;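 active means inhibition above the mean of all tested compounds plus 3 SD, set per campaign, cut at about 35% in these data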;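 further: 0% = DMSO wells and 100% = thioflavine S control wells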
#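 System: Hepatitis C virus NS3 helicase domain fragment enzyme | Reagent: Annealed dual-labelled DNA beacon duplex, ATP-started | Compound dosing: 10.9 µM single point, 0.8% DMSO | Incubation: 1 h reaction at 25 °C, ATP-initiated | Technique: Cy5 fluorescence | Evaluation: Percent inhibition from t60/t0 fluorescence ratio | Benchmarks: Low DMSO, high thioflavine S at 110 µM | Replication: Singlicate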
# An asterisk follows results filed as active; · = no result given.
SMILES,IDE cell inh,GalR3 antag,IDE act,SUMO HTRF inh,CRFR2-BP antag,p-CIP stab down,IMP-1 inh,VIM-2 inhibitor,HCV NS3 hel inh
Cc1oc(-c2ccccc2F)nc1CN1CCC(C(=O)NC2CC2)CC1,2,-1,3,9,0,7,-2.8,-2.9,-7
Cc1ccc(S(=O)(=O)N2CCOCCOCCOCCOCCOCC2)cc1,-1,-4,1,6,12,-7,-2.5,-2.0,13
OCCNc1nc(-c2ccccc2)c2cc(Br)ccc2n1,-5,0,0,10,-19,-7,-0.8,0.8,-8
COc1ccc(NC(=O)CN(C)C(=O)c2ccc(COc3ccccc3)o2)cc1,-3,-1,2,·,-9,·,·,·,·
Cc1cc(C(=O)N2CCCC2)n[nH]1,·,-2,0,4,-8,2,-0.4,-2.0,4
COc1cc(OC)c(C(=O)NNC(=O)c2ccccc2-n2cccc2)cc1OC,-2,3,3,·,3,·,·,·,·
CCCn1c(=O)n(C)c(=O)c2c(SCC(=O)Nc3cc(C)on3)nc(C(C)(C)C)nc21,0,-6,-2,·,-1,·,·,·,·
CC1CCCN(C(=O)CCCn2c(=S)[nH]c3ccccc3c2=O)C1 (stereo not drawn),-1,2,0,16,-12,14,-1.5,-4.8,1
COc1cc(C(=O)ON=C2C=C(C)C(=O)C(C)=C2)cc(OC)c1OC,1,-5,-1,6,10,-11,-1.0,-2.2,-8
O=C(C[n+]1cc(Br)cc(Br)c1)c1cccc([N+](=O)[O-])c1,-5,-2,0,12,-6,-6,0.4,0.8,-7
COc1ccc(NC(=S)NCc2cccs2)cc1,-1,-2,1,-6,30,-19,-1.7,0.7,8
Cc1ccc(CC(NC(=O)c2ccccc2)C(=O)NC(Cc2ccccc2)C(=O)O)cc1 (stereo not drawn),2,-1,-9,11,0,1,-0.5,-2.3,12
COc1ccc(CN2CC[C@@H](N3CCOCC3)[C@H](O)C2)cc1F,0,0,6,1,5,7,0.5,-2.0,1
COc1ccc([C@H]2CC(=O)C=C(c3ccc(C)c4ccccc34)C2)cc1,-1,-7,2,·,-3,·,·,·,·
CCOC(=O)C(/C=C(\C#N)C(=O)OCC)=C(/N)N1CCN(c2ccc(Cl)cc2)CC1,5,-6,2,-6,-14,8,-3.3,-3.6,-4
Cc1ccc(NC(=O)CS(=O)CC(=O)N(CC(=O)NC2CCCC2)c2cccc(C)c2C)cc1 (stereo not drawn),-3,3,5,18,5,4,-0.3,-2.4,0
CCOC(=O)N1CCN(C(=O)c2ccc(OCC)c(OCC)c2)CC1,3,-4,0,11,5,-3,-2.7,-2.1,-2
O=S1(=O)CCN(Cc2ccc(Cl)c(Cl)c2)CC1,-5,0,2,21,3,-2,-3.1,-1.3,-5
Cc1ccc(S(=O)(=O)Nc2ccc(S(=O)(=O)NCC3CCCO3)cc2)cc1 (stereo not drawn),0,-6,6,-9,4,-9,-3.1,-2.6,-12
COC(=O)c1ccc(CNC(=O)c2ccc(NS(=O)(=O)c3ccc4[nH]c(=O)[nH]c4c3)cc2)cc1,-3,-1,4,·,3,·,·,·,·
Nc1ccc(C(=O)N/N=C/c2cccc(Oc3ccccc3)c2)cc1,·,-1,0,6,0,-17,-6.1,-2.9,-4
Cc1cccc(C)c1OCC(=O)NNC(=O)c1ccoc1C,4,1,3,-9,23,-16,-2.9,-3.6,-3
O=C1C2C3C=CC(C3=C3CCCCC3)C2C(=O)N1Cc1ccccc1 (stereo not drawn),-2,4,2,22,-45,-9,-0.7,-3.1,-1
c1ccc(CCc2cc3ccccc3[nH]2)cc1,-3,-3,4,·,1,·,·,·,·
Cc1ccc([N+](=O)[O-])cc1NC(=O)c1ccc2c(c1)OCO2,-1,-3,2,10,10,-3,-0.7,-2.1,-2
COc1ccc2[nH]c(=O)c(CN(C(=O)NC3CCCCC3)C3CCCCC3)cc2c1,-1,-3,6,-12,-51,-12,-2.7,-2.0,10
COc1ccc([N+](=O)[O-])cc1NC(=O)c1ccc(C)o1,-9,3,2,3,15,-3,-3.7,-5.2,-1
CC(=O)Nc1ccc(NC(=O)c2ccc(NS(=O)(=O)c3cccc4cccnc34)cc2)cc1,-1,-12,1,13,-4,-11,-2.2,-1.3,-8
Cc1ccsc1C(=O)Nc1nnc(-c2ccco2)o1,0,-6,2,-11,14,8,-3.4,-1.9,2
O=C(NC1CCCCC1)C(c1ccccc1)N(Cc1cccnc1)C(=O)c1csnn1 (stereo not drawn),5,-7,2,5,1,0,-2.5,0.2,-2
O=C(NCCc1nc(-c2ccccc2)cs1)c1ccc(Br)cc1,14,-6,1,-7,10,-6,-2.2,1.4,-6
COc1ccc(-c2coc3cc4oc(=O)c(CC(=O)O)c(C)c4cc23)cc1,·,-5,2,3,21,-5,0.4,-4.3,18
COc1cc(/C=C2/SC(=S)N(Cc3ccccc3)C2=O)ccc1O,115*,-2,-117,-4,-49,-9,4.7*,2.8,0
CCc1ccc([C@H]2C(C(=O)O)=C[C@@H](CC)N2S(=O)(=O)c2ccc(C)cc2)cc1,0,-7,8,·,9,·,·,·,·
COc1ccccc1C(=O)Nc1ccc2c(c1)nc(CN1CCN(C(C)=O)CC1)n2C,0,-1,-1,11,3,3,-6.0,-1.8,-13
CN(C)S(=O)(=O)c1ccc(Cl)c(NC(=O)CN2CCCCCC2)c1,-1,-3,4,13,1,-10,-2.7,-1.1,-5

# Whole records from above. Screens in order: IDE cell inh, GalR3 antag, IDE act, SUMO HTRF inh, CRFR2-BP antag, p-CIP stab down, IMP-1 inh, VIM-2 inhibitor, HCV NS3 hel inh
# `O=C(NC1CCCCC1)C(c1ccccc1)N(Cc1cccnc1)C(=O)c1csnn1` (stereo not drawn) as listed: 5, -7, 2, 5, 1, 0, -2.5, 0.2, -2
# `Cc1ccc([N+](=O)[O-])cc1NC(=O)c1ccc2c(c1)OCO2` as listed: -1, -3, 2, 10, 10, -3, -0.7, -2.1, -2
# `Cc1ccsc1C(=O)Nc1nnc(-c2ccco2)o1` as listed: 0, -6, 2, -11, 14, 8, -3.4, -1.9, 2
# `CCc1ccc([C@H]2C(C(=O)O)=C[C@@H](CC)N2S(=O)(=O)c2ccc(C)cc2)cc1` as listed: 0, -7, 8, ·, 9, ·, ·, ·, ·

# Next results:
SMILES,IDE cell inh,GalR3 antag,IDE act,SUMO HTRF inh,CRFR2-BP antag,p-CIP stab down,IMP-1 inh,VIM-2 inhibitor,HCV NS3 hel inh
Nc1nnnn1/N=C/c1ccccc1OCc1ccccc1,3,-2,1,0,-6,-9,-3.2,-1.6,2
N#CCCN(CCC#N)C(=S)NC1CC2C=CC1C2 (stereo not drawn),0,-6,3,-6,-8,5,-0.8,1.9,26
N#CCCN1CCN(C(=S)c2ccc(-c3ccc(Cl)cc3)o2)CC1,-3,·,0,23,4,-5,-1.0,2.6,8
C[C@H](CO)N1C[C@H](C)[C@@H](CN(C)C(=O)Nc2ccccc2)Oc2ccc(NS(=O)(=O)c3cn(C)cn3)cc2C1=O,0,0,5,·,-3,·,·,·,·
CCN1C(=O)/C(=c2\o/c(=C3\C=Cc4ccccc4N3CC)c(=O)n2CC)SC1=S,·,-7,6,0,22,6,-3.7,-4.1,-2
COc1ccc(N(CC(=O)NC(C)(C)C)C(=O)CCC(=O)Nc2nccs2)cc1,-4,-3,3,5,6,-4,0.1,-1.0,-11
CC1(c2cccc(Br)c2)NC(=O)N(CC(=O)Nc2ccc3c(c2)OCO3)C1=O (stereo not drawn),-4,4,-3,·,-25,·,·,·,·
COCCN1Cc2cccc(C(=O)NC(C)CCc3ccco3)c2C1=O (stereo not drawn),-3,-4,2,-4,-1,-14,-1.6,-3.1,4
CC(=O)Nc1sc2c(c1C(c1ccc(Cl)cc1)N1CCOCC1)CCCC2 (stereo not drawn),2,-10,5,-17,-5,-2,-3.1,-4.8,1
Cc1cc(SCC(=O)OCC(=O)N(C)c2ccccc2)nc2ccccc12,0,-5,2,·,16,·,·,·,·
CC1CC(C)CN(S(=O)(=O)c2ccc3c(c2)NC(=O)C(C)C(=O)N3)C1 (stereo not drawn),0,·,-1,21,-26,-2,-1.4,-2.0,6
O=C(CSc1cn(CCNC(=O)c2ccccc2)c2ccccc12)NCC1CCCO1 (stereo not drawn),5,-4,6,15,-9,9,-5.0,-0.5,-9
C=CCn1c(Cc2ccc(OC)cc2)nnc1SCC(=O)NCCc1ccccc1,8,4,3,-16,-4,11,-1.5,-1.2,-2
CC1(C)CC(=O)CC(C)(C)N1OC(=O)c1ccco1,-2,1,-2,3,-2,0,-3.0,-2.6,1
CN1CCN(S(=O)(=O)c2cc([N+](=O)[O-])ccc2N/N=C/c2ccc(Cl)cc2)CC1,3,-1,7,4,10,-7,-3.6,-0.9,1
CN(Cc1ccc2nonc2c1)Cc1nc(Cc2cccc(F)c2)no1,0,-7,1,-2,3,3,0.3,2.1,-8
O=C(O)C1CCN(C(=O)CSc2nc3cc(Cl)ccc3c(=O)n2Cc2ccccc2)CC1,-2,-10,-1,7,-1,-10,-2.2,-3.6,8
CCn1nc(C)cc1C(=O)N1CCCC(C(=O)c2ccc(OC)cc2C)C1 (stereo not drawn),0,-7,2,-4,6,9,0.6,-3.6,26
CC(C)C(=O)Nc1ncc(Cc2ccc(Cl)cc2)s1,-5,-3,7,1,-50,-6,-5.0,-2.5,2
CNC(=O)c1ccc(NC(=O)c2cccc(C(F)(F)F)c2)cc1,-1,10,2,2,7,-7,-0.7,0.9,-6
Cc1cc(C(=O)NCCN2CCOCC2)c2ccccc2n1,2,-3,3,·,6,·,·,·,·
Cc1cc(C)cc(N(CC(=O)NCC2CCCO2)S(=O)(=O)c2c(C)noc2C)c1 (stereo not drawn),4,-3,6,-13,-9,-26,-6.6,-0.5,-5
Cc1nnc2ccc(N3CCN(c4cccc(C(F)(F)F)c4)CC3)nn12,-4,3,-2,7,7,-22,-3.9,-2.5,18
CN1C(=O)C(CC(=O)Nc2ccccc2)S/C1=N/c1nccs1 (stereo not drawn),4,-2,5,-21,1,-16,-2.5,-5.4,7
N#CCC(=O)Nc1ccc(C(=O)OCC(=O)c2c[nH]c3ccccc23)cc1,-1,-6,-3,·,-16,·,·,·,·
CN(C(=O)COc1ccc(C(C)(C)C)cc1)C1CCS(=O)(=O)C1 (stereo not drawn),3,0,-2,-10,-1,0,-2.9,-1.9,-3
COc1ccc(C[C@@H]2CN3C(=NC[C@@H]3Cc3ccc(O)cc3)N2C[C@H](C)NC(=O)CCC2CCCCC2)cc1,-1,·,8,-29,-15,-1,·,·,·
